SRC3 inh: inhibits human SRC3 coactivator; HEK293 GAL4-SRC3 luciferase reporter, luminescence; inhibition, % at 3.6 µM; 360,000 tested, 0.17% active;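 active = inhibition above a per-campaign cutoff, the mean of all compounds plus 3 SD, cut at about 60% in these data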;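 also: 0% = DMSO-treated cells and 100% = gossypol-treated cells at 36 µM; higher means less SRC3-driven luciferase light from the GAL4 reporter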
LRH-1 inv ag: inverse agonists of human LRH-1 (NR5A2); O00482; HEK293T StAR-luciferase reporter, LRH-1 transfected, 24 h; inhibition, % at 3.6 µM; 360,000 tested, 0.13% active; AID 602396;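 active = inhibition above the mean inhibition of all tested compounds plus 3 SD, cut at about 73% in these data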;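 also: 0% = DMSO wells and 100% = reporter-only cells lacking LRH-1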
Target sequence (O00482 whole entry, looked up): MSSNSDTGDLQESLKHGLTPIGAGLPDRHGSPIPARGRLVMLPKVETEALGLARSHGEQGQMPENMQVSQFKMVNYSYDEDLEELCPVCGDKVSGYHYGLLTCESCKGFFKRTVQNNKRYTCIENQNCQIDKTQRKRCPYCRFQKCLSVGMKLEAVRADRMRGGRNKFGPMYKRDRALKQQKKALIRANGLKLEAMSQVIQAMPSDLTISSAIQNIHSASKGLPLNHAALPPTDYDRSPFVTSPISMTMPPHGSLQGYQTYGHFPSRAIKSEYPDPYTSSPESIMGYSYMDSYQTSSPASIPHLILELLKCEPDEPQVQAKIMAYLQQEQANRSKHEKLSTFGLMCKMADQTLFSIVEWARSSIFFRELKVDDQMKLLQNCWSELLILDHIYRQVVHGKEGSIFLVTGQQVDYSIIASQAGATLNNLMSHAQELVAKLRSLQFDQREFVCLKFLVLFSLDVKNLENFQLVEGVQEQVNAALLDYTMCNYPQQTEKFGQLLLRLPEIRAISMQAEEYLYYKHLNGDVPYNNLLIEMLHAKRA
SRC2 inh: inhibits human steroid receptor coactivator 2. 370,000 tested, 0.17% active. HEK293 GAL4-SRC2 luciferase reporter, luminescence. inhibition, % at 9 µM;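 active = inhibition above the mean inhibition of all tested compounds plus 3 SD, set per campaign, cut at about 52% in these data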;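 also: 0% = DMSO treated cells and 100% = cells given Gossypol at 36 µM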
TLR9-MyD88 block: inhibitors of human TLR9-MyD88 binding; Q9NR96+Q99836; CHO BLA complementation TLR9-MyD88, CCF4 FRET ratio; inhibition, % at 4.98 µM; 340,000 tested, 0.21% active; AID 504734;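 active = inhibition above the mean over all tested compounds plus 3 SD, cut at about 21% in these data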;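 also: 0% = DMSO only wells and 100% = clavulanate BLA inhibitor control wells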
NR2F2 inh: NR2F2 (human) inhibition, primary screen; HEK293T NGFI-A luciferase reporter, luminescence; inhibition, % at 8.6 µM; P24468; 370,000 tested, 0.7% active;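 active = inhibition above a per-plate cutoff, mean inhibition of test wells between control levels plus 3 SD, cut at about 38% in these data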;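 also: cells cotransfected with COUP-TFII expression vector driving the NGFI-A reporter; 0% = median of COUP-TF2 test wells and 100% = reporter-only cells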
Target sequence (P24468 whole entry, looked up): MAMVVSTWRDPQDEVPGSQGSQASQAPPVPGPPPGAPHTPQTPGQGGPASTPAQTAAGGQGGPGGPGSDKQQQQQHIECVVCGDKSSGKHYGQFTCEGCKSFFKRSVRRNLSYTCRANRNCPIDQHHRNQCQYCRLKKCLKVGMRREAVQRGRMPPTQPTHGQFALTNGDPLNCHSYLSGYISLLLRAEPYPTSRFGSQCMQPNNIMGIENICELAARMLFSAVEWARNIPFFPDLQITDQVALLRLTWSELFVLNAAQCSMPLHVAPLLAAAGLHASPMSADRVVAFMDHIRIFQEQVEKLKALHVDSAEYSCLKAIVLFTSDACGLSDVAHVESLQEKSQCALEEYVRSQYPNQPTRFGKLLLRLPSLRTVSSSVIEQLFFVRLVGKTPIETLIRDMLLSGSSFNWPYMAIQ
ABHD5 PLIN5 PPI: inhibitors of human ABHD5-perilipin-5 interaction | Q00G26+Q8WTS1 | Split G. princeps luciferase complementation, luminescence, 4 h | inhibition, % at 4 µM | 360,000 tested, 0.78% active | AID 602281;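 active = inhibition above the mean inhibition across every tested compound plus 3 SD, cut at about 22% in these data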;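 also: 0% = DMSO only wells and the 100% control is not disclosed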
LMP1 NFkB inh: Epstein-Barr LMP1 NF-kappaB reporter inhibition | 350,000 tested, 0.69% active | inhibition, % at 12.5 µM | LMP1-induced NF-kappaB luciferase reporter cells, luminescence; in the data active = inhibition above about 41%;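 also: 0% = neutral control wells and 100% = reference inhibitor control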
SRC1 inh: inhibits human SRC1 coactivator; 360,000 tested, 0.12% active; Q15788; AID 588354; inhibition, % at 3.6 µM; HEK293 GAL4-SRC1 luciferase reporter, luminescence;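 active = inhibition above the campaign mean plus 3 SD, with each screening campaign given its own cutoff, cut at about 60% in these data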;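 also: 0% = DMSO treated cells and 100% = gossypol at 36 µM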
MC4R antag cAMP: antagonists of human melanocortin 4 receptor (MC4R); P32245; MC4R-expressing cells, MTII-stimulated cAMP, LANCE TR-FRET; inhibition, % at 6.5 µM; 360,000 tested, 0.48% active; AID 540295;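 active = inhibition above its plate's cutoff, the mean of tested wells on that plate plus 3 SD, cut at about 29% in these data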;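 also: 0% = Melanotan II alone and 100% = Melanotan II plus saturating MCL0020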
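Assay system: U2OS-MC4R stable cell line; Also added: Melanotan II; Technique: Eu-cAMP/anti-cAMP TR-FRET, emission 671 nm; Times: 30-min compound, 1-h challenge, 1-h detection, room temperature.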
NOD2-RIPK2 inh: NOD2-RIPK2 protein interaction inhibition | O43353 | 360,000 tested, 0.38% active | inhibition, % at 4.98 µM | CHO BLA complementation NOD2-RIPK2, CCF4 ratio; in the data active = inhibition above about 21%;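 also: 0% = vehicle only and 100% = reference blocker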
MC4R barr agon: agonists of human melanocortin 4 receptor (MC4R) beta-arrestin | P32245 | U2OS MC4R beta-arrestin complementation, luminescence; percent of melanotan II response, DMSO zero | activation, % at 8.9 µM | 360,000 tested, 0.98% active | AID 540308;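 active = activation above a per-plate cutoff, the mean activation of sample wells on that plate plus 3 SD, cut at about 8% in these data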
Starred values were filed as active, the others as inactive; . = no result given. An excerpt; the hit share may differ from the screen's.

SMILES	SRC3 inh	LRH-1 inv ag	SRC2 inh	TLR9-MyD88 block	NR2F2 inh	ABHD5 PLIN5 PPI	LMP1 NFkB inh	SRC1 inh	MC4R antag cAMP	NOD2-RIPK2 inh	MC4R barr agon
CCc1ccc(N(CC(=O)NCc2ccc(OC)cc2)C(=O)CCC(=O)Nc2ccccn2)cc1	-39	-8	16	11	-12	11	-3	-2	-12	2	-2.4
Cn1c(SCc2ccccc2)nnc1-c1c[nH]c2ccccc12	-57	-83	-23	-1	-24	6	-9	-89	1	3	-1.0
CCn1c2ccccc2c2nnc(SCC(=O)c3c(N)n(C)c(=O)n(C)c3=O)nc21	10	3	-18	1	2	-2	-15	-3	11	-6	-0.8
O=C1c2ccc([N+](=O)[O-])cc2C(=O)N1c1c[nH]c(=O)[nH]c1=O	9	-10	-4	.	-13	-30	-3	4	-9	4	-0.8
O=C1c2ccccc2CC1Sc1nnc(-c2ccccn2)o1 (configuration not stated)	-16	-17	-26	-2	-7	-2	-1	-79	14	-5	-1.7
COCCNC(=O)C1CCN(S(=O)(=O)N2CCC3(CC2)OCCO3)CC1	0	-27	-14	5	8	3	-2	-9	-4	-5	-1.9
CCCNC(=O)C1(C)CCCN(C(=O)c2ccc(F)c(Cl)c2)C1 (configuration not stated)	5	-6	-9	.	7	-4	.	-1	11	-4	0.5
CNC(=O)C1CCC(=O)N1Cc1ccc(C)cc1 (configuration not stated)	23	-7	10	2	-4	0	0	-22	6	6	-1.2
O=C(NCc1cccnc1)C(=O)Nc1ccc2c(c1)OCO2	0	-21	-24	9	-10	2	-9	-23	14	8	-3.3
CCOP(=O)(OCC)C(Nc1cccc(C(F)(F)F)c1)c1ccc(F)cc1 (configuration not stated)	21	15	5	6	10	1	-4	-10	10	-2	-0.4
COc1ccc(CN2CCN(CC=C(C)C)C(CCO)C2)cc1Cn1cccn1 (configuration not stated)	2	10	-3	7	-5	5	3	-16	7	-8	1.0
Cc1cccc(S(=O)(=O)NC(Cc2c[nH]c3ccccc23)C(=O)O)c1 (configuration not stated)	4	17	-4	9	-5	1	-4	-16	23	-14	0.2
O=C(CCN=C1NS(=O)(=O)c2ccccc21)OCC(=O)c1ccccc1Cl	-1	-6	13	12	10	3	-4	-10	7	4	-3.1
Cn1c(SCC(=O)NCc2ccco2)nnc1-c1ccc(S(=O)(=O)N2CCOCC2)cc1	20	-15	10	10	-3	3	-3	9	22	1	-1.4
Cc1ccc(OCC(=O)NNC(=O)CCc2ccccc2)cc1	0	-1	-24	-6	7	5	-2	-27	1	1	-1.6
CC(=O)c1cccc(NC(=O)C(C)OC(=O)c2ccc(-n3cnnn3)cc2)c1 (configuration not stated)	16	5	-5	8	-4	-7	2	-4	3	6	-1.9
CCc1ccc(NC(=O)c2cnc(N3CCN(c4ccccn4)CC3)c3ccccc23)cc1	41	-1	23	.	12	2	18	-24	2	-13	-0.9
Cc1ccc(Cc2cnc(NC(=O)/C(C#N)=C/c3ccc(-c4ccccc4[N+](=O)[O-])o3)s2)cc1	1	-11	-23	-9	3	-9	1	-19	1	-15	-1.7
O=C(NCCc1ccccc1)c1cnc(Cl)c(Cl)c1	-44	-20	-37	5	1	-5	-8	-34	18	-3	-0.9
CCOC(=O)C1=C(C)N(C[C@@H]2CC[C@@H](Cc3ccc(-c4ccccc4)cc3)O2)C(=O)NC1c1cccc2ccccc12 (some centres not stated)	8	15	10	4	8	-5	6	-23	4	5	2.9
CN1CCN(c2ccc(CNS(=O)(=O)c3ccc(Cl)cc3)cc2)CC1	16	15	0	-8	19	-6	3	4	6	-2	-1.5
CC(C)(C)c1ccc(C(=O)NCCn2c(N)c(C#N)c3nc4ccccc4nc32)cc1	23	6	13	-10	9	-9	-3	-8	1	-14	4.6
CCCCSCCCNC(=O)CCCN1C(=O)c2ccccc2Sc2ncccc21	8	5	-18	7	2	4	2	-23	1	6	-1.8
Cc1ccc(-c2nnc(SCC(=O)N3CCN(c4ccccc4)CC3)o2)cc1	13	-4	-1	0	3	2	1	-4	5	4	0.0
O=c1oc2ccc(C#CC3(O)CCCCC3)cc2cc1-n1cc(C2(O)CCCCC2)nn1	-4	-1	4	0	-1	1	38	-20	11	5	3.8
Cn1cnnc1Sc1nc([N+](=O)[O-])nn1C	9	-12	8	4	-2	-3	-1	13	8	-6	2.3
COc1ccc(CCNC(=O)CCCn2c(SCC#N)nc3ccccc3c2=O)cc1OC	-18	-8	12	0	1	-2	20	9	-1	-5	0.2
CCOC(=O)c1c(NC(=S)NC(=O)c2ccc(Cn3cc(Cl)cn3)o2)sc2c1CCC(C)C2 (configuration not stated)	2	4	-22	-2	9	1	-98	-11	6	-11	-0.3
CC(C)[C@H](NC(=O)c1ccccc1)C(=O)OCC(=O)NCCC1=CCCCC1	1	5	-7	-4	0	0	-3	0	3	-8	-1.9
CC1=C(C(=O)OCc2ccccc2)C(c2ccc([N+](=O)[O-])cc2)NC(=O)N1 (configuration not stated)	-9	9	18	6	2	9	-7	2	7	-2	-0.3
COc1cc2cc(C(=O)N[C@@H](Cc3ccccc3)C(=O)O)n(C)c2c(OC)c1OC	11	1	-6	16	9	-2	1	-3	14	-18	-1.0
Cc1ccc(-n2[nH]c(C)c(C=Nc3ccc(S(=O)(=O)Nc4nccs4)cc3)c2=O)cc1C	3	-22	-23	-10	-13	-1	-12	-23	11	-2	-1.7
O=C1NC(c2ccccc2)Nc2c1sc(=S)n2-c1ccccc1 (configuration not stated)	18	25	-4	-2	28	-13	-4	-9	1	-14	-3.4
Cc1ccc(OCCCCCCN2CCNCC2)cc1	-39	-34	-4	1	-1	6	-6	-118	4	-4	0.2
COc1cc(OC)cc(C(=O)NC(C(=O)Nc2ccc(N3CCOCC3)cc2)C(C)C)c1 (configuration not stated)	-1	-4	-13	-13	-14	-2	2	-12	6	-10	-1.2
CCCCCCCCNS(=O)(=O)CCNCc1ccc(OC)cc1	-26	7	0	-4	-9	-10	-5	-8	0	-7	2.6
O=S(=O)(Nc1cc(S(=O)(=O)N2CCOCC2)ccc1N1CCCC1)c1cccs1	-3	-5	-11	2	0	2	-8	-4	0	-3	-3.0
N#CCOc1ccccc1/C=C/c1nc2ccccc2c(=O)[nH]1	-29	-25	-33	-7	3	3	-7	-15	-4	-5	-2.2
COc1cccc(-n2c(COc3ccc(C)cc3)nnc2SCC(=O)O)c1	7	5	9	-4	-9	-1	-4	7	8	-2	-0.3
O=C(O)c1ccc(Cn2cnc3scc(-c4ccccc4)c3c2=O)cc1	12	-5	-2	-3	16	5	-4	-4	25	-6	0.1

Record cards, from the list above. Screens in order: SRC3 inh, LRH-1 inv ag, SRC2 inh, TLR9-MyD88 block, NR2F2 inh, ABHD5 PLIN5 PPI, LMP1 NFkB inh, SRC1 inh, MC4R antag cAMP, NOD2-RIPK2 inh, MC4R barr agon
Results for `COc1cc2cc(C(=O)N[C@@H](Cc3ccccc3)C(=O)O)n(C)c2c(OC)c1OC` → 11, 1, -6, 16, 9, -2, 1, -3, 14, -18, -1.0
Results for `COc1cc(OC)cc(C(=O)NC(C(=O)Nc2ccc(N3CCOCC3)cc2)C(C)C)c1` (configuration not stated) → -1, -4, -13, -13, -14, -2, 2, -12, 6, -10, -1.2

Further compounds follow:
SMILES	SRC3 inh	LRH-1 inv ag	SRC2 inh	TLR9-MyD88 block	NR2F2 inh	ABHD5 PLIN5 PPI	LMP1 NFkB inh	SRC1 inh	MC4R antag cAMP	NOD2-RIPK2 inh	MC4R barr agon
O=C(c1ccccc1-c1nc(-c2ccccc2)no1)N1CCOCC1	2	11	10	4	-8	-12	1	-11	-3	5	-2.0
O=C1/C(=C/c2ccncc2)N=C2CCCCCN12	16	-11	9	-8	-1	7	3	6	2	-5	0.9
COc1ccc(NC(=O)CSc2nnc(C3CC3)n2-c2ccccc2)cc1	22	-15	-7	-7	15	10	2	-4	-9	-5	0.0
O=C(COC(=O)CNS(=O)(=O)/C=C/c1ccccc1)Nc1cc(S(=O)(=O)N2CCCCC2)ccc1Cl	2	3	2	-1	-32	0	0	-5	11	-3	-2.5
COc1ccccc1CNC(=O)/C=C/c1cc2c(cc1Br)OCO2	3	11	-16	-4	7	-2	15	-9	-3	5	3.4
CCCCC(=O)N(C)c1c(C)nc2ccc(C(=O)N3CCNC(=O)C3)cn12	-32	-11	4	.	-23	8	.	13	-6	-2	0.6
CC(C)Oc1cc2oc(=O)c3c(c2cc1Cl)CCC3	16	-3	0	-7	-11	2	-6	1	3	-3	-0.4
CCOCCCNc1nc2c(c(=O)[nH]c(=O)n2C)n1CCCc1ccccc1	-21	-8	-33	1	0	-6	10	-15	1	0	-0.3
CC(C)Sc1nnc([C@H](Cc2c[nH]c3ccccc23)NC(=O)OC(C)(C)C)o1	20	18	3	-5	3	-5	0	-43	3	6	2.0
COc1ccc(C2SCC(=O)N2c2ccc(C)cc2)cc1 (configuration not stated)	-3	-21	-2	-4	-4	-4	-1	-10	1	2	0.5
N#Cc1cc2ccc(N3CCOCC3)cc2cc1C#N	-8	18	-20	-1	-4	-5	-3	-1	-23	7	-1.9
Cc1nn(Cc2ccc(F)cc2)c(C)c1NC(=O)c1noc2c1CCc1ccccc1-2	3	2	-55	3	5	-4	5	1	10	6	1.3
CCC(C)NC(=O)Cn1cnc2sc(C)cc2c1=O (configuration not stated)	14	11	-7	-6	5	9	0	11	-1	7	-0.4
Cc1oc(-c2cccc(Cl)c2)nc1CN1CCC(C(=O)N2CCN(c3ccccc3F)CC2)CC1	6	-4	5	1	13	3	7	-6	1	3	2.3
Cn1nccc1C(=O)Nc1sc2c(c1C(N)=O)CCCC2	-24	-44	-16	-7	-13	3	-12	-78	2	-5	-0.9
CC(C)OC(=O)Cc1nc2sc(-c3ccccc3)cc2c(=O)[nH]1	-84	-63	-104	1	-41	1	-11	-49	-1	-11	1.9
CC(=O)c1ccc(N2Cc3ccccc3/C2=N\C(=O)Nc2ccc(Cl)cc2)cc1	-42	-92	-46	-7	-42	0	-2	-31	20	-11	-0.3
Cc1ccc(F)c(S(=O)(=O)NC(=O)C2(C)CCN2C(=O)Cc2ccc(Cl)cc2Cl)c1 (configuration not stated)	-11	-16	2	.	-16	9	.	5	7	3	0.1
Cc1nc2ccc(S(=O)(=O)NCC(=O)Nc3cccc(F)c3)cc2s1	3	7	0	-1	8	-5	-8	2	8	-4	-4.3
COc1cc(OC)cc(C(=O)NNC(=O)c2cc3c(s2)CCCC3)c1	0	1	-38	-15	-7	5	2	-11	14	6	0.3
NCC(O)CN(c1ccccc1)c1ccccc1 (configuration not stated)	-2	-11	-30	3	-17	-3	0	-12	19	6	-2.6
COc1ccc(-c2csc(NC(=O)Cc3cc(OC)c(OC)c(OC)c3)n2)cc1OC	11	-12	2	4	7	0	12	12	3	-1	0.4
CNc1ccccc1C(=O)OC(C)C(=O)Nc1ccc(S(=O)(=O)N2CCCC2)cc1 (configuration not stated)	-3	7	8	4	0	-16	3	-8	6	0	-3.5
